TAAR1 ag: agonists of human TAAR1 | 0.99% of 360,000 active | Q96RJ0 | activation, % at 3 µM | CHO RD-HGA16 TAAR1, Fluo-8 calcium fluorescence; vehicle wells 0%, saturating PEA agonist 100%;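 active = activation above the mean activation of all test compounds in the run plus 3 SD, cut at about 38% in these data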
Target sequence (Q96RJ0 whole entry, looked up): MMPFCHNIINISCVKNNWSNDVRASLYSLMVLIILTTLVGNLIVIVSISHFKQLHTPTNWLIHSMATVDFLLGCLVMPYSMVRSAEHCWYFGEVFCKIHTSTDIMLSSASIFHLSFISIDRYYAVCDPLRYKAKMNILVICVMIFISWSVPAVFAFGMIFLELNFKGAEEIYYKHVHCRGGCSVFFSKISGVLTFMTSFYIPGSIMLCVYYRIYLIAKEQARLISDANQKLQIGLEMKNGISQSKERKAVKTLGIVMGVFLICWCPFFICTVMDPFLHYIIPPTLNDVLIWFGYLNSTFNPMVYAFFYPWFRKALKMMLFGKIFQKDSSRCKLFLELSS
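Test system: RD-HGA16 (CHO) cells co-expressing Gα16 and hTAAR1 | Doses: Single dose, 3 µM | Schedule: 17-24 h seeding, 75 min 37 °C dye, 30 min RT | Evaluation: % activation from peak over basal fluorescence ratio, DMSO-to-PEA scaled | Technique: Kinetic Fluo-8 calcium fluorescence | Benchmarks: Low control DMSO, high control PEA (EC100)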
TAAR1 antagonist: antagonists of human TAAR1; inhibition, % at 3 µM; AID 624466; Q96RJ0; 1.5% of 360,000 active; CHO RD-HGA16 TAAR1, Fluo-8 calcium fluorescence, antagonist;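 active = inhibition above a per-plate cutoff, the mean inhibition of test compounds on that plate plus 3 SD, cut at about 49% in these data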;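 also: 0% = DMSO plus EC80 beta-PEA response and 100% = DMSO alone without agonist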
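Test system – hTAAR1-expressing CHO RD-HGA16 cells, Gα16-coupled · Also added – β-PEA at EC80 concentration, post-compound challenge · Compound – 3 µM, single point · Incubation – dye loading 75 min at 37 °C, then 30 min room temperature · Measured by – Fluo-8 intracellular calcium dye fluorescence, real-time kinetic reads · Benchmarks – vehicle and agonist controls · Replicates – singlicate, one well per test compound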
CHO-K1 Ca antag: nonselective inhibitor or artifact in parental CHO-K1 cells | ATP-induced calcium, Fluo-8 fluorescence | inhibition, % at 3 µM | 0.6% of 360,000 active | AID 602250;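 active = inhibition above a per-plate cutoff, the plate's mean sample inhibition plus 3 SD, cut at about 24% in these data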;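 also: 0% = DMSO plus EC80 ATP and 100% = DMSO alone without ATP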
CHO-K1 Ca PAM: nonselective activator or artifact in parental CHO-K1 calcium assay. ATP EC20, Fluo-8 calcium fluorescence; 0% at ATP EC20, 100% at ATP max. activation, % at 3 µM. 0.02% of 360,000 active. AID 602247;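 active = activation above the run cutoff, the mean activation of all test compounds plus 3 SD, cut at about 40% in these data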;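 also: peak over basal fluorescence ratio in a 140 s read after ATP addition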
CHRM1 antagonist: human CHRM1 antagonism; P11229; CHO-K1 hM1, Fluo-8 calcium fluorescence, ACh EC80 antagonist; inhibition, % at 3 µM; 1.3% of 360,000 active;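 active = percent inhibition above its own plate's cutoff, namely the mean of that plate's compound wells plus 3 SD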;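 also: peak over basal fluorescence ratio during 140 s after agonist addition; 0% = ACh EC80 plus DMSO and 100% = DMSO alone without agonist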
Target sequence (P11229 whole entry, looked up): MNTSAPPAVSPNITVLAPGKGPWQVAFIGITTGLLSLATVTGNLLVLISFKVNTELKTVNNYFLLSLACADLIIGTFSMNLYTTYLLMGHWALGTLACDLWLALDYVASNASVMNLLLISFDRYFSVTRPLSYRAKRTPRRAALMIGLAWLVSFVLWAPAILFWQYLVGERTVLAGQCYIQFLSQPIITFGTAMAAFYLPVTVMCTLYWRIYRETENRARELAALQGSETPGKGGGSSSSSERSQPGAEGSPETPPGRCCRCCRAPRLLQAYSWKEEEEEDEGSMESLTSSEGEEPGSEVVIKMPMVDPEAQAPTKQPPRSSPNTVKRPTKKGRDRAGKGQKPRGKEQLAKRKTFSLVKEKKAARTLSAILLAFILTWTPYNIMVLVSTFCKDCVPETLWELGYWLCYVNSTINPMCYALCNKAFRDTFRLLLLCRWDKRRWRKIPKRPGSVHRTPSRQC
CHO-K1 Ca ag: M1 agonist counterscreen hit in parental CHO-K1 cells. Fluo-8 calcium fluorescence; scaled to maximal ATP response, vehicle zero. activation, % at 3 µM. 0.48% of 360,000 active; in the data active = activation above about 15%;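 also: untransfected CHO-K1 host cells lacking M1 receptor as counterscreen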
CHO parental Ca: counter-screen: ATP calcium response change in parental CHO cells; parental CHO-K1, ATP-induced calcium, Fluo-8 fluorescence; inhibition, % at 5.6 µM; 0.63% of 330,000 active; AID 463079;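 active = inhibition above that plate's mean sample inhibition plus 3 SD, cut at about 26% in these data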;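 also: 0% = ATP-challenged DMSO wells and 100% = DMSO wells without ATP; some compounds past the cut are filed as inactive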
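Test system: untransfected parental CHO cell line; also added: ATP stimulus; dosing: 5.6 µM, single dose; signal: calcium-sensitive Fluo-8 fluorescence; measure: percent inhibition of ATP-evoked calcium rise, normalized to controls; benchmarks: low control ATP plus DMSO, high control DMSO only; replication: one well per compound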
CHRM1 agonist: activates human CHRM1 receptor. P11229. CHO-K1 hM1, Fluo-8 calcium fluorescence, agonist mode; 0% DMSO, 100% acetylcholine EC100. activation, % at 3 µM. 0.33% of 360,000 active;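 active = activation above the run's mean compound activation plus 3 SD, cut at about 16% in these data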;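 also: peak over basal fluorescence ratio within a 140 s kinetic read after compound addition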
OXTR potentiate: human OXTR potentiation; P30559; CHO-OTR cells, Fluo-8 calcium fluorescence, potentiator mode; 0% = oxytocin EC15, 100% = EC100; activation, % at 3 µM; 0.061% of 320,000 active; AID 2445;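 active = activation above that plate's cutoff, the mean activation of tested compounds plus 3 SD, cut at about 6.6% in these data, passing the limit was not always enough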;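 also: 100% uses oxytocin at 75 nM as the full agonist control; some results filed as inactive read as strong as hits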
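Assay system: CHO-OTR cells, human receptor / Also added: oxytocin at about EC15, sub-maximal agonist stimulus / Dosing: single dose, 3.0 µM nominal final compound concentration / Incubation: 6 min pre-incubation, 100 s read / Technique: Fluo-8 calcium dye fluorescence / Read-out: % activation vs EC15 and EC100 oxytocin / Benchmarks: EC15 oxytocin low, 75 nM oxytocin high / Replicates: singlicate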
* hit, by the source's call; x = not tested or not shown.

SMILES	TAAR1 ag	TAAR1 antagonist	CHO-K1 Ca antag	CHO-K1 Ca PAM	CHRM1 antagonist	CHO-K1 Ca ag	CHO parental Ca	CHRM1 agonist	OXTR potentiate
CC(C)CC(NC(=O)OC(C)(C)C)C(=O)O (stereo not given)	0	-22	-11	13	-24	0.1	6	0	-14
O=C(Nc1nc(-c2ccccc2)ns1)c1cccs1	12	-10	-6	1	2	5.2	-11	-5	-3
O=C(Cn1cc(C(=O)C(F)(F)F)c2ccccc21)NCc1ccco1	5	-24	-3	-2	1	0.6	-10	-5	-16
COc1ccccc1NC(=O)C(C)Sc1nc(-c2ccccc2)cn1N (stereo not given)	-2	3	-5	2	0	-0.5	-28	-4	2
O=C(c1cccs1)N1CCN(C(=O)c2cccs2)C1=S	3	-22	-13	17	-2	0.5	x	-3	x
O=C(CN1C(=O)c2ccccc2S1(=O)=O)NC1CCCCCC1	0	-3	11	3	-8	0.3	-3	-2	0
Fc1ccccc1N1CCN(CCCc2ccccc2)CC1	3	-25	2	-10	-22	0.2	-8	-8	4
CC(Sc1nc(N2CCOCC2)c2c(c1C#N)CC(C)(C)OC2)C(=O)O (stereo not given)	3	-21	-1	-6	8	0.3	-6	-5	-4
COc1cccc(NC(=O)CN2C(=O)C(=O)N(C3CCCC3)C2=O)c1	6	-11	6	-14	-20	0.1	-4	6	0
COc1ccccc1N(CC(=O)NCC1CCCO1)C(=O)CNS(=O)(=O)c1ccc(Cl)cc1 (stereo not given)	0	-5	-1	-5	-5	6.2	-16	-2	-1
CS(=O)(=O)N(CC(=O)Nc1ccccc1C(=O)N1CCOCC1)c1ccc2c(c1)OCO2	1	13	-15	0	-14	0.4	-5	-1	2
CCC(=O)Nc1nc2nc(-c3ccccc3)cc(=O)n2[nH]1	0	-20	-3	9	9	0.8	-2	-2	-6

3 structures from above, ordered by SMILES length, ascending.
SMILES	TAAR1 ag	TAAR1 antagonist	CHO-K1 Ca antag	CHO-K1 Ca PAM	CHRM1 antagonist	CHO-K1 Ca ag	CHO parental Ca	CHRM1 agonist	OXTR potentiate
O=C(CN1C(=O)c2ccccc2S1(=O)=O)NC1CCCCCC1	0	-3	11	3	-8	0.3	-3	-2	0
COc1cccc(NC(=O)CN2C(=O)C(=O)N(C3CCCC3)C2=O)c1	6	-11	6	-14	-20	0.1	-4	6	0
COc1ccccc1N(CC(=O)NCC1CCCO1)C(=O)CNS(=O)(=O)c1ccc(Cl)cc1 (stereo not given)	0	-5	-1	-5	-5	6.2	-16	-2	-1

Next compounds follow.
SMILES	TAAR1 ag	TAAR1 antagonist	CHO-K1 Ca antag	CHO-K1 Ca PAM	CHRM1 antagonist	CHO-K1 Ca ag	CHO parental Ca	CHRM1 agonist	OXTR potentiate
Cc1cccc(NCCNc2cccc(C)c2)c1	5	4	-10	1	-14	0.2	-9	-3	-9
Cc1nc(NCCc2ccc(F)cc2)c2nnn(Cc3ccccc3)c2n1	8	-13	-9	11	-17	1.1	4	3	-5
COc1ccc(C(C)(C)C)cc1NS(=O)(=O)c1cccc2cccnc12	-2	3	-11	11	-7	0.8	x	0	x
COCCCn1c(C)nnc1SCC(=O)NCc1ccco1	10	-30	3	-2	10	0.1	8	-1	0
CCN(CC)S(=O)(=O)c1ccc(N2CCN(c3cccc(OC)c3)CC2)c([N+](=O)[O-])c1	0	6	9	-10	-4	-0.3	-7	-3	-10
O=C(C[C@H]1C/C=C\C[C@@H](Cc2ccc(F)cc2)C(=O)OC[C@@H]2CCCN2C1=O)NCCO	13	13	-21	-1	0	0.4	-5	0	1
Cc1cc(N2C(=O)NC(=O)CC2C)c(C)cc1C(C)C (stereo not given)	6	5	8	17	0	12	-8	-4	-7
CN1CCN(CCNC(=O)c2cc3c(=O)n(C)c4ccccc4c3n2C)CC1	1	1	0	15	-8	0.8	-2	-7	-2
Cc1ccccc1C(=O)Nc1nnc(-c2ccc(F)cc2)o1	0	-2	-3	10	2	0.0	-8	-1	-3
O=C(c1cc(COc2ccc3ncccc3c2)on1)N1CCC(O)CC1	6	11	1	1	-4	4.9	19	3	-25
CC1CCCN(CCCNC(=O)CCn2nc(-c3ccccc3)ccc2=O)C1 (stereo not given)	0	6	-9	-3	13	-0.3	2	-10	-4
CCc1cccc(OCCn2ccnc2)c1	5	-1	7	-3	5	10	-12	-11	-8

Entries of single compounds, quoted from the list. Values in the order: TAAR1 ag	TAAR1 antagonist	CHO-K1 Ca antag	CHO-K1 Ca PAM	CHRM1 antagonist	CHO-K1 Ca ag	CHO parental Ca	CHRM1 agonist	OXTR potentiate
Listed for COCCCn1c(C)nnc1SCC(=O)NCc1ccco1 = 10	-30	3	-2	10	0.1	8	-1	0
Listed for COc1ccc(C(C)(C)C)cc1NS(=O)(=O)c1cccc2cccnc12 = -2	3	-11	11	-7	0.8	x	0	x

Going on with the list.
SMILES	TAAR1 ag	TAAR1 antagonist	CHO-K1 Ca antag	CHO-K1 Ca PAM	CHRM1 antagonist	CHO-K1 Ca ag	CHO parental Ca	CHRM1 agonist	OXTR potentiate
O=C1Nc2ccccc2SC1c1ccccc1Cl (stereo not given)	2	-9	-7	3	9	-0.4	x	-8	x
CC(=O)c1ccccc1NC(=O)CC1(CC(=O)O)CCCCC1	2	14	-3	11	-5	0.2	-5	-2	-16
Cc1ccc(S(=O)(=O)NCCCN2CCOCC2)cc1C	0	5	4	10	-5	2.8	-10	-3	-14
O=C(NCc1ccccc1)c1cc(C2CCCCN2C(=O)OCCF)on1 (stereo not given)	0	2	-6	9	-19	0.1	x	-2	x
CCC1(c2ccccc2)NC(=O)N(CC(=O)NNC(=O)c2ccc(F)cc2)C1=O (stereo not given)	4	-21	3	14	-9	1.2	x	-3	x
O=C1c2ccccc2S(=O)(=O)N1Cc1cc(=O)n2ccsc2n1	6	-9	-2	4	1	0.2	-3	-1	0
Cc1ccc(-c2nn[nH]n2)cc1Cl	2	-19	-10	4	-1	0.3	-5	-1	1
O=C(NCc1ccccc1Cl)c1ccc(Br)o1	-3	104*	-10	19	-3	0.3	-8	-4	-3
CCCn1c(SCC(=O)Nc2nnc(-c3ccccc3)s2)nnc1-c1ccccn1	3	13	7	-4	-27	0.1	-37	-1	0
CCN1C(=NCCc2ccccn2)N[C@@H](c2cccc(F)c2)C(C(=O)OC)=C1C	2	1	-11	-4	-6	-0.2	-10	-12	-1
O=C(CCNC(=O)c1ccco1)NNC(=O)c1ccc(Br)cc1	5	-2	9	-4	-6	0.0	x	0	x
COCCCN1C(=O)C(=O)/C(=C(/O)c2ccc(S(=O)(=O)N3CCOCC3)cc2)C1c1ccc(Cl)cc1 (stereo not given)	0	4	-7	-3	2	0.1	-14	0	-5
COc1cccc(-c2noc(CCCC(=O)Nc3ccc(C(N)=O)cc3)n2)c1	0	2	-9	11	-1	1.9	1	-1	-6
CCOC(=O)N1CCN(C(=O)CSc2ccc(-c3cccc(OC)c3)nn2)CC1	0	5	-21	24	-6	1.0	-23	-2	-12
COc1cccc(CN(C)CC(=O)NCc2ccc(C)cc2)c1	6	-8	3	10	-6	-0.2	-25	-2	-8
O=C(O)C1C2CC3C(OC(=O)C31)C2Cl (stereo not given)	-1	4	0	7	-6	0.3	-6	-9	-5
O=C(Nc1cccc2ncccc12)c1cccnc1	-2	-1	1	5	-9	-0.2	6	0	-4
O=c1c2ccc([N+](=O)[O-])cc2ncn1CCOc1cccc(Br)c1	13	71*	7	3	3	4.3	3	-5	-2
Cc1ccc(S(=O)(=O)N[C@H](C(=O)N2CCC3(O)CCCCC3C2)c2ccccc2)cc1 (stereo not given in full)	9	31	2	9	-2	2.3	-19	-2	-9
COc1ccc(CN2CC[C@H]3C=CC[C@@H](C(=O)NCCc4ccccc4)[C@H]3C2=O)cc1OC	15	2	-3	-6	7	0.2	-17	-8	-6
COc1cccc(/C(O)=C2/C(=O)C(=O)N(CCN3CCOCC3)C2c2cccnc2)c1 (stereo not given)	14	-8	3	8	-8	0.1	9	-1	-8
C[C@@H]1CN(Cc2nc(-c3cccs3)no2)C[C@H](C)O1	1	-11	-10	4	-17	1.9	7	-2	-7
CC(C)C[C@@H](CO)N1CCN(Cc2cccc(C#N)c2)CCC1=O	4	-4	-2	19	-9	-0.1	-9	-5	-3
COc1cc(/C=C2/C(=O)c3cccc([N+](=O)[O-])c3C2=O)c(Br)cc1O	50*	26	4	-9	-7	-0.2	-12	2	-4
Cc1cc(NC(=O)CCCS(=O)(=O)c2nc(-c3cccs3)cc(C(F)(F)F)n2)no1	3	5	9	-5	-25	-0.2	-3	-5	-4
Nc1[nH]c(C(=O)c2ccccc2)c(-c2ccc(Br)cc2)c1C(=O)c1ccc(Br)cc1	3	-14	-26	13	x	0.7	x	x	x
CC(=O)Nc1cccc(-c2csc(Nc3ccccn3)n2)c1	4	-1	0	7	1	3.5	-12	-6	-12
CN(C)C(=O)COc1ccc2cc(-c3ccccc3)c(=O)oc2c1	1	7	-10	8	1	0.4	-7	-5	-1
COCCCNC(=O)c1cccc2c(-c3ccc(OC)cc3C)coc12	-1	1	-6	15	1	4.7	x	-3	x
Cc1ccc(OCCC(=O)N2CCN(c3ccc(O)cc3)CC2)cc1	-1	2	-7	14	-21	1.7	-12	0	-1
CCCC1OC23CCCCC2C(C#N)(C#N)C1(C#N)C(=N)O3 (stereo not given)	8	-3	-10	15	-6	0.9	14	-3	-6
CCc1c(C)nc(N2CCN(c3ccc(OC)cc3)CC2)[nH]c1=O	3	-9	-1	9	-4	0.9	0	0	3
COc1ccc(SN=C2C(C)=CC(=O)C=C2C)cc1	12	-13	3	13	-7	0.7	-15	-6	-6
COc1ccc(-c2n[nH]c(C)c2-c2ccc(Cl)cc2)c(O)c1OC	19	54*	27*	3	35*	5.4	-10	0	-23
Cc1ccc(-c2ccc(=O)n(CC(=O)NCCCN3CCCCC3C)n2)cc1 (stereo not given)	3	-16	-3	1	0	-0.4	-2	-9	-6
COc1ccccc1NC(=O)Cn1cc(C#N)c2ccccc21	4	1	-21	26	-10	5.3	-7	-4	-8
CN(C)CCNc1nc(-c2ccccc2CO)c2sccc2n1	3	-11	3	-1	74*	0.1	x	-10	x
O=C(NC1CC2CCCC(C1)N2C(=S)NCCc1ccccc1)C1CC1 (stereo not given)	11	-5	6	-3	-7	1.1	-3	-5	-5
COc1ccc(C(=O)N2CCC(C)(C(=O)O)C2)c(OC)c1 (stereo not given)	2	1	-5	8	-21	-0.2	x	-1	x
CC1=C(C(=O)N2CCOCC2)C(c2cc(C)ccc2C)NC(=S)N1 (stereo not given)	0	5	13	9	-7	1.0	-1	-5	-4
